# Source: PubChem
# NFkB transloc inh = inhibitors of IL-1B driven NFkB p65 nuclear import, primary screen, imaging, HUVEC, IL-1B stimulus, high-content imaging | HUVEC IL-1B NFkB p65 nuclear translocation imaging | inhibition, % at 2 µM | actives 0.43% (n = 94,000) | AID 796, 2007;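 active = inhibition above about 30% together with a positive call from visual inspection of the well image, limit read from the data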;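 note: nuclear over cytoplasmic p65 intensity ratio measured by imaging; 0% = IL-1B stimulated DMSO wells and 100% = unstimulated DMSO wells; values of inactives mirror those of a sister screen read the other way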
# NFkB transloc pot = enhancers of NFkB p65 translocation in HUVEC – imaging, IL-1B stimulus, high-content imaging, primary screen; activation, % at 2 µM; HUVEC IL-1B NFkB p65 nuclear translocation imaging; actives 0.3% (n = 94,000);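 active = activation above 40%, about the mean plus 3 SD, also judged a hit on visual image review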;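 note: percent activation is computed from the nuclear over cytoplasmic p65 intensity ratio; values of inactives mirror those of a sister screen read the other way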
# PLAP inhibition = PLAP enzyme inhibitors, biochemical, luminescence, HTS (AID 690). Alkaline phosphatase, placental type (Homo sapiens). purified PLAP, luminescent substrate; higher % means a stronger effect. one-dose inhibition, % at 20 µM; IC50 in µM for titrated hits. actives 0.08% (n = 96,000); in the data active = a potency from the dose series; inactive = the rest, 99 in 100 with inhibition below about 30%; note: strong numbers were not always called active
# Bcl-B TR3 displacers = displacers of TR3 peptide from Bcl-B, primary screen, selectivity assay for Bfl-1 inhibitor project, biochemical, fluorescence polarization; Bcl-2-like protein 10 (Homo sapiens); FP displacement of FITC-TR3 peptide from Bcl-B; higher % means a stronger effect; displacement, % at 20 µM, or IC50 in µM where a hit was titrated; actives 0.11% (n = 96,000); AID 748, 2007;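 active = displacement above 50% at 20 µM plus a fluorescence interference ratio under 1.5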;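 note: plate controls were wells without compound for no effect and wells lacking Bcl-B protein for full effect; a part of the inactive calls stands beside numbers as strong as those of hits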
# MRP resist rev = reversal of MRP1-mediated doxorubicin resistance, primary screen, H69AR cells, doxorubicin co-treatment; differential viability (reversal), % at 10 µM; actives 0.04% (n = 85,000); H69AR cells + 2 uM doxorubicin, CellTiter-Glo, 72 h;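 active = viability drop by adding the cancer drug above about 55%, with treated viability meeting a 40% cutoff, limit read from the data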;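 note: viability without doxorubicin minus viability with 2 µM doxorubicin for each compound; larger differential means the compound sensitizes cells more to doxorubicin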
# MRP resist rev cytotoxicity = recorded beside MRP resist rev, whose call it bears; viability, %; H69AR cells, CellTiter-Glo, 72 h; measured here: cytotoxicity without doxorubicin
# MRP resist rev with doxorubicin = recorded beside MRP resist rev, whose call it bears; viability, %; measured here: viability with 2 uM doxorubicin; active compounds read low
# NFkB transloc inh cell count 2 µM = second read-out of NFkB transloc inh, no call of its own (marks repeat the call); cell count; measured here: cells passing quality filter;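 raw number of nuclei counted in each imaged well without normalization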
# NFkB transloc pot cell count 2 µM = recorded beside NFkB transloc pot, whose call it bears; cell count; measured here: cells passing quality filter
# An asterisk follows results filed as active; nt = not tested or not shown.
SMILES,NFkB transloc inh,NFkB transloc inh cell count 2 µM,NFkB transloc pot,NFkB transloc pot cell count 2 µM,PLAP inhibition,Bcl-B TR3 displacers,MRP resist rev,MRP resist rev cytotoxicity,MRP resist rev with doxorubicin
COC(=O)c1cc(Br)c(=O)n(CCC2=CCCCC2)c1,1,165,-1,165,21%,-5%,-6,77,83
CCn1cnc2sc(-c3ccccc3)cc2c1=O,12,164,-12,164,-8%,-7%,-7,81,88
CCOC(=O)CSc1nccc(N(C)C)c1C#N,2,177,-1,177,-4%,-6%,14,96,82
COc1ccc(C(=O)Nc2cc(OC)cc(OC)c2)cc1,-30,130,30,130,28%,-2%,nt,nt,nt
COc1ccc2c(c1)-c1ccccc1S(=O)(=O)N2C(C)=O,-8,152,8,152,-11%,-7%,-6,82,88
COc1ccccc1N1CCN(CC(O)c2ccc3cc[nH]c3c2)CC1 (stereo not given),-14,50,13,50,5%,-4%,3,74,71
COc1cc2c(cc1OC)-c1nc3ccccc3c(=O)n1C(C)(C)C2,nt,nt,nt,nt,-39%,-21%,-3,46,49
O=C(CSc1nnnn1-c1ccc2c(c1)OCO2)NCc1ccccc1,0,142,0,142,16%,-6%,-22,19,41
CC(C)CCNC(=O)Nc1ccc2c(c1)N(C)C(=O)CS2,13,163,-13,163,18%,-6%,12,97,85
CC(C)CCOc1ccc(C(=O)O)cc1,-3,114,3,114,-13%,-2%,-3,102,104
C/C(=N\O)C(=O)NCCCNCCCN(C)C,18,50,-18,50,8%,-5%,14,97,82
CC(=O)Nc1ccc(S(=O)(=O)N2CCCCC2c2cccnc2)cc1 (stereo not given),11,106,-11,106,25%,-12%,3,93,90
S=C(Nc1ccc2snnc2c1)N1CCN(c2ccccn2)CC1,-26,147,26,147,2%,2%,nt,nt,nt
Cc1ccc2nc(-c3ccccn3)oc2c1,-8,159,8,159,25%,1%,-6,79,85
COc1ccc(C2C3=C(CC(C)(C)CC3=O)Oc3ncn(CC(C)C)c(=N)c32)cc1 (stereo not given),2,167,-2,167,-26%,-8%,13,87,73
Cc1csc(=O)n1CCC(=O)O,-14,91,14,91,3%,-9%,5,98,94
CC(C)OC(=O)NCN1C(=O)C2C3C=CC(C3)C2C1=O (stereo not given),-19,55,19,55,-15%,0%,0,102,102
CCOc1c2ccc(C(=O)NCc3ccc(C)cc3)cc2nn1CC,1,135,-1,135,6%,-1%,nt,nt,nt
COc1ccc(S(=O)(=O)N(C)CC(=O)Nc2c(F)cccc2F)cc1,-23,176,23,176,9%,1%,7,94,87
O=C(OCC(=O)N1CCc2ccccc21)C1=COCCO1,-16,124,16,124,nt,nt,-14,28,42
CCn1c(SCC(=O)NCCc2ccc(Cl)cc2)nnc1-c1cccs1,-9,141,9,141,-22%,-10%,-1,87,89
CCOc1ccccc1NC(=O)C(=O)NCC1CCCN1CC (stereo not given),-21,121,21,121,-7%,-11%,nt,nt,nt
Cc1ccc(CCNC(=O)C2CCN(S(=O)(=O)c3c(C)nn(C)c3C)CC2)cc1,8,51,-8,51,-14%,-2%,10,99,89
NC(=O)c1ccccc1N=Cc1ccccn1,4,127,-4,127,7%,-35%,nt,nt,nt
C=CCn1c(-c2cccnc2Cl)nc2cc(Cl)c(Cl)cc21,2,144,-2,144,-35%,-10%,nt,nt,nt

# (list continues)
SMILES,NFkB transloc inh,NFkB transloc inh cell count 2 µM,NFkB transloc pot,NFkB transloc pot cell count 2 µM,PLAP inhibition,Bcl-B TR3 displacers,MRP resist rev,MRP resist rev cytotoxicity,MRP resist rev with doxorubicin
Cc1nnc(NC(=O)c2c(F)c(F)c(F)c(F)c2F)s1,4,105,-4,105,-7%,-4%,-17,52,69
CCOC(=O)CC(N)c1ccc2c(c1)OCO2 (stereo not given),-1,191,1,191,7%,8%,15,91,76
N#Cc1ccccc1N=C1CCCN1Cc1ccccc1,nt,nt,nt,nt,22%,-8%,1,89,88
COc1ccc(Sc2nnc(-c3ccccc3)cc2C#N)cc1,0,181,0,181,-8%,-8%,-3,65,67
O=C(CCN1C(=O)c2ccccc2C1=O)NC1=NCCS1,2,153,-2,153,9%,-5%,nt,nt,nt
O=C(CCNS(=O)(=O)c1cccc2nonc12)N1CCN(c2cccc(Cl)c2)CC1,-9,148,9,148,-59%,7%,4,83,78
CCOC(=O)C1CCCN(C(=O)C2CCCN(S(C)(=O)=O)C2)C1 (stereo not given),-8,155,7,155,-17%,-6%,8,87,79
COc1ccccc1CNc1n[nH]c(NCc2ccccc2OC)n1,24,120,-24,120,-61%,-5%,-3,95,98
Cc1c(Br)c([N+](=O)[O-])nn1CC(=O)N1CCCc2ccccc21,nt,nt,nt,nt,-11%,-12%,nt,nt,nt
O=P(O)(CCCP(=O)(O)CCc1ccccc1)CCc1ccccc1,nt,nt,nt,nt,8%,6%,3,94,91
CCOc1ccc(C2/C(=C(\O)c3cccc(OC)c3)C(=O)C(=O)N2c2cc(C)on2)cc1OC (stereo not given),nt,nt,nt,nt,4%,-12%,-12,94,106
Cc1ncc(N=Nc2ccccc2Cl)c(-c2ccccc2)n1,0,100,0,100,5%,-8%,nt,nt,nt
O=C(COC(=O)C1(c2ccccc2F)CCCC1)N1CCN(C(=O)c2ccco2)CC1,-16,158,16,158,-46%,4%,5,78,73
COC(=O)c1ccccc1NC(=O)c1nc2nc(C)cc(C(F)F)n2n1,-3,136,3,136,-20%,-6%,10,106,96
CCCOC(=O)CCc1n[nH]c(=O)[nH]c1=O,-6,201,6,201,4%,-4%,9,106,97
Cc1noc(C)c1COC(=O)COc1ccc2c(C)cc(=O)oc2c1,-10,211,10,211,8%,-2%,-18,83,101
CN1CCN(C(=O)C23CCC(C)(c4nc5ccccc5nc42)C3(C)C)CC1 (stereo not given),-1,170,1,170,-21%,-6%,3,82,78
CO/N=C/C(C#N)c1ncc(C(F)(F)F)cc1Cl (stereo not given),-6,210,6,210,1%,-11%,nt,nt,nt
CCOC(=O)N1CCN(c2cc3[nH]c(=S)[nH]c3cc2F)CC1,-21,134,21,134,-81%,3%,-1,65,66
N#Cc1c(N)nc2c(c1N)CC(COc1ccccc1)O2 (stereo not given),-37,176,37,176,0%,-2%,nt,nt,nt
O=C(O)C1C2C=CC(C2)C1C(=O)Nc1ccc2c(c1)OCCO2 (stereo not given),-6,103,7,103,-3%,1%,-15,94,108
O=C(Oc1cc2oc(=O)c3c(c2cc1Cl)CCCC3)c1ccco1,-1,169,1,169,-19%,0%,-4,88,92
Cc1csc2ncc(C(=O)Nc3ccc(C(F)(F)F)cc3)c(=O)n12,nt,nt,nt,nt,-2%,0%,8,86,77
COc1ccc(C(=O)Nc2cc(C)cc(C)c2)cc1S(=O)(=O)N1CCOCC1,4,142,-4,142,-46%,10%,4,73,69
CCN(CC)CCCNC(=O)C(C)n1nc(C)c2sc3ccccc3c2c1=O (stereo not given),4,98,-4,98,16%,6%,6,95,89

# Two of these compounds, set out differently.
SMILES | NFkB transloc inh | NFkB transloc inh cell count 2 µM | NFkB transloc pot | NFkB transloc pot cell count 2 µM | PLAP inhibition | Bcl-B TR3 displacers | MRP resist rev | MRP resist rev cytotoxicity | MRP resist rev with doxorubicin
Cc1csc2ncc(C(=O)Nc3ccc(C(F)(F)F)cc3)c(=O)n12 | nt | nt | nt | nt | -2% | 0% | 8 | 86 | 77
COc1ccc(C(=O)Nc2cc(C)cc(C)c2)cc1S(=O)(=O)N1CCOCC1 | 4 | 142 | -4 | 142 | -46% | 10% | 4 | 73 | 69

# Other compounds:
SMILES,NFkB transloc inh,NFkB transloc inh cell count 2 µM,NFkB transloc pot,NFkB transloc pot cell count 2 µM,PLAP inhibition,Bcl-B TR3 displacers,MRP resist rev,MRP resist rev cytotoxicity,MRP resist rev with doxorubicin
O=C(Nc1ccc(NC(=S)NC(=O)c2ccccc2Cl)cc1)c1cccc(Cl)c1,6,121,-6,121,nt,nt,nt,nt,nt
CCOc1ccc(-n2c(=O)cc(N3CCN(c4ccccc4)CC3)[nH]c2=O)cc1,-6,112,5,112,-7%,-2%,18,97,79
O=C(CSc1nnc2sc3ccccc3n12)NCc1ccco1,-11,153,11,153,-10%,4%,nt,nt,nt
COCCn1c(-c2ccccc2)nc2oc3ccccc3c(=O)c2c1=O,-11,127,11,127,9%,-1%,-9,90,99
Cc1ccc(-n2nnnc2SCC(=O)c2ccc3c(c2)NC(=O)CO3)c(C)c1,13,169,-13,169,7%,1%,nt,nt,nt
O=c1c2[nH]c3ccc(Cl)cc3c2ncn1Cc1ccccn1,-6,140,6,140,21%,-6%,17,91,74
CC(=O)c1ccc(-c2nc3ccccc3n2C)o1,-2,111,2,111,13%,23%,5,70,65
COC(=O)CN(C(=O)CSc1nnc(-c2cccc(OC)c2)o1)c1ccc(OC)cc1,-12,181,12,181,-8%,-3%,7,91,84
CCN1C(=O)/C(=C\N2CCN(C)CC2)SC1=S,-3,172,3,172,7%,-10%,-3,87,90
Cc1ccc(S(=O)(=O)N2CCCC2C(=O)NCc2ccco2)cc1 (stereo not given),-4,87,4,87,-56%,-5%,12,100,88
c1ccc(-c2nn3c(-c4ccco4)nnc3s2)nc1,-15,120,15,120,14%,4%,8,77,69
O=C(N/N=C/C=C/c1ccccc1)c1cccc(Br)c1,-13,76,13,76,-11%,6%,-20,37,57
COC(=O)N/N=C(\C)c1ccccc1Br,6,151,-6,151,4%,-8%,23,109,86
O=C(NCc1ccncc1)c1ccc(Cl)c(S(=O)(=O)N2CCOCC2)c1,5,75,-5,75,7%,7%,5,84,79
O=C(Cc1nn[nH]n1)NCc1ccccc1Cl,nt,nt,nt,nt,8%,-6%,13,97,83
O=C(CSc1cccc2cccnc12)OCC(=O)c1ccc(Br)cc1,-3,149,3,149,3%,8%,nt,nt,nt
CCOC(=O)c1nnn(-c2nonc2NC(C)=O)c1C,-10,168,9,168,25%,0%,8,110,103
CCCSC1=C(C#N)C(c2cccnc2)C(C(=O)OCC)=C(c2ccccc2)N1 (stereo not given),2,195,-2,195,10%,-5%,nt,nt,nt
Cc1ccc(-n2ncc3c(=O)[nH]cnc32)c(C)c1,-3,83,3,83,-9%,2%,20,95,75
COC(=O)c1cc2ccsc2n1CC(=O)Nc1ccc(N(C)C)cc1,-10,96,10,96,-17%,13%,-6,99,106
CS(=O)(=O)N(CC(=O)Nc1ccccc1C(=O)NCc1ccco1)c1ccc2c(c1)OCCO2,4,170,-3,170,11%,-4%,-44,26,70
Cc1ccc(C)c(/C(O)=C2\C(=O)C(=O)N(CCCN3CCOCC3)C2c2cccnc2)c1 (stereo not given),-9,171,9,171,-25%,5%,0,96,96
O=C(Nc1ccc2oc(=O)ccc2c1)c1cc2ccccc2o1,12,81,-12,81,nt,nt,-4,82,85
Cc1cccc(NC(=O)C2CCCN(S(=O)(=O)c3cccc4nsnc34)C2)c1 (stereo not given),-3,223,3,223,-24%,-24%,-21,66,87
CN(C)CCCNC(=O)/C(=N\O)c1ccccc1,-7,174,7,174,25%,-10%,7,99,92
CC1CCC2(CC1)NC(=O)N(CC(=O)Nc1nc(-c3ccc(F)cc3)cs1)C2=O (stereo not given),5,214,-5,214,4%,-60%,nt,nt,nt
CN1CCCN(C(=O)c2ccc(Cl)c(S(=O)(=O)N(C)c3ccccc3)c2)CC1,-1,112,1,112,-22%,9%,33,91,58
CC1(C)CC(=O)c2sc(NC(=O)CN3CCOCC3)nc2C1,15,118,-15,118,-12%,6%,-6,84,91
O=C1[C@@H]2[C@H](C(=O)N1n1cnnc1)[C@H]1C=C[C@@H]2C1,-12,194,13,194,10%,-2%,-11,98,109
Cc1cc(C)nc(NS(=O)(=O)c2ccc(NC(=S)NC(=O)C(C)(C)C)cc2)n1,-7,72,7,72,-29%,-3%,3,113,110

# This is a subset. The share of hits here may be higher or lower than overall.
